Assay outcomes (PubChem BioAssay)
DNMT1 inh: human DNMT1 methyltransferase inhibitors, primary screen, biochemical, molecular beacon, fluorescence, HinP1I cleavage, uHTS | DNA (cytosine-5)-methyltransferase 1 (Homo sapiens), P26358 | inhibition (reported as % activation of signal), % at 10 µM | 360,000 compounds, 0.83% hits | AID 588458, 2011; in the data active = inhibition above about 50%
E coli Lon inh: inhibitors of E. coli Lon protease, primary screen, biochemical, fluorescence polarization; AID 602123, 2011; P0A9M0; 360,000 compounds, 0.42% hits; inhibition, % at 7.94 µM; purified E. coli Lon protease; in the data active = inhibition above about 13%, passing the limit was not always enough;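 also: 0% = enzyme with probe and DMSO and 100% = no enzyme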
SUMO1-SIM PPI: modulators of SUMO1 protein-protein interactions, primary screen, biochemical, uHTS. 360,000 compounds, 0.33% hits. inhibition, % at 20 µM. SUMO1 binding to a labelled peptide, TR-FRET, 1 h; in the data active = inhibition above about 37%
Target sequence (P63165 whole entry, looked up): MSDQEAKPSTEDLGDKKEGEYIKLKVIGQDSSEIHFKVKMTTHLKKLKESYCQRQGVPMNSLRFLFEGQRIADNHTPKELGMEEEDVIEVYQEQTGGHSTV
LMPTP inh: LMPTP phosphatase inhibitors, primary screen, biochemical, fluorescence intensity, uHTS | Low molecular weight phosphotyrosine protein phosphatase (Homo sapiens), P24666 | recombinant LMPTP-A, OMFP fluorogenic substrate | inhibition, % at 20 µM | 360,000 compounds, 0.22% hits | AID 651560, 2012;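 active = compounds that cut the enzyme signal by at least half of the control window in the single-dose screen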;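 also: plate controls were DMSO wells with enzyme plus substrate for no effect and substrate without enzyme for full effect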
Target sequence (P24666 whole entry, looked up): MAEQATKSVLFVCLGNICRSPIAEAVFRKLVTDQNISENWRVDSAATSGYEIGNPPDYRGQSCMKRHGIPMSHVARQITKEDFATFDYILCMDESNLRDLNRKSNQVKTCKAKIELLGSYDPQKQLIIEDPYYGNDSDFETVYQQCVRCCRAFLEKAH
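Test system – LMPTP-A enzyme · Amount – LMPTP-A at 0.625 nM final in the reaction · Buffer or medium – Bis-Tris pH 6.0, DTT, detergent · Reagent – OMFP 400 µM · Doses – single 20 µM dose · Schedule – reaction 50 min, room temperature, dark · Detection – fluorescence intensity of OMFP turnover product · Evaluation – percent inhibition versus substrate-only and uninhibited controls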
Scp-1 inhibitor: Scp-1 phosphatase inhibitors, primary screen, biochemical, colorimetric, uHTS | Carboxy-terminal domain RNA polymerase II polypeptide A small phosphatase 1 (Homo … | inhibition, % at 20 µM | AID 493091, 2011 | Recombinant Scp1, phosphopeptide, malachite green phosphate absorbance | 340,000 compounds, 0.88% hits;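 active = inhibition above about 50% at 20 µM, limit read from the data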;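 also: plate controls were DMSO wells with enzyme for no effect and wells lacking enzyme for full effect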
Target sequence (Q9GZU7 76-261 limits assumed): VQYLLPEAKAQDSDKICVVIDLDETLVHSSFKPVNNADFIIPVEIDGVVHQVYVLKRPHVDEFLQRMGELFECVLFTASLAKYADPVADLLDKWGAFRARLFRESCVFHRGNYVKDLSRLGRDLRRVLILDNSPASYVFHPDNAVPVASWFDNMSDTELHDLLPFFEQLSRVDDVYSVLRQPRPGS
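System: SCP-1 catalytic domain; Reagent: Phospho 17-mer peptide substrate; Doses: one concentration, 20 µM, with 1.0% DMSO; Incubation: 45 min room-temperature reaction, 5 min colour, 30 min stabiliser; Signal: Phosphate-binding colour reagent, absorbance read at 630 nm.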
CendR NRP1 mod: modulators of CendR peptide binding to NRP-1, primary screen, biochemical, fluorescence polarization, uHTS | Neuropilin-1 (Homo sapiens), O14786 | FAM-RPARPAR peptide binding to NRP-1 | inhibition, % at 25 µM | 360,000 compounds, 0.85% hits | AID 602438, 2012;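 active = inhibition or corrected inhibition above about 18%, plus a signal ratio from 0.5 to 1.5, limit read from the data, passing the limit was not always enough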; also: strong numbers were not always called active
TbMetRS inhib: T. brucei MetRS inhibitors, primary screen, biochemical, luminescence. inhibition, % at 11.9 µM. AID 624268, 2012. methionyl-tRNA synthetase (Trypanosoma brucei brucei). 360,000 compounds, 0.4% hits. purified T. brucei MetRS, ATP depletion, Kinase-Glo luminescence;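 active = inhibition above a per-plate cutoff of the control wells' mean inhibition plus 3 SD, cut at about 5.5% in these data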;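 also: 0% = DMSO wells median and 100% = median of wells with control inhibitor compound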
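Test system – parasite MetRS enzyme · Reagent – substrates ATP, L-methionine and bulk Escherichia coli tRNA · Doses – 11.9 µM compound single dose, 0.9% DMSO · Times – 15 min enzyme-compound preincubation, 2 h reaction, 10 min detection, 25 °C · Signal – Kinase-Glo luminescence, ATP depletion format · Controls – DMSO-only wells as low control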
STEP block: STEP phosphatase inhibitors, primary screen, biochemical, fluorescence intensity, uHTS. Tyrosine-protein phosphatase non-receptor type 5 (Homo sapiens), P54829. recombinant STEP, OMFP fluorogenic substrate. inhibition, % at 20 µM. 360,000 compounds, 0.25% hits;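 active = inhibition at 20 µM, scaled per plate between control wells, above about 37%, limit read from the data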;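 also: 0% = DMSO with enzyme and substrate and 100% = substrate only without enzyme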
Target sequence (P54829 whole entry, looked up): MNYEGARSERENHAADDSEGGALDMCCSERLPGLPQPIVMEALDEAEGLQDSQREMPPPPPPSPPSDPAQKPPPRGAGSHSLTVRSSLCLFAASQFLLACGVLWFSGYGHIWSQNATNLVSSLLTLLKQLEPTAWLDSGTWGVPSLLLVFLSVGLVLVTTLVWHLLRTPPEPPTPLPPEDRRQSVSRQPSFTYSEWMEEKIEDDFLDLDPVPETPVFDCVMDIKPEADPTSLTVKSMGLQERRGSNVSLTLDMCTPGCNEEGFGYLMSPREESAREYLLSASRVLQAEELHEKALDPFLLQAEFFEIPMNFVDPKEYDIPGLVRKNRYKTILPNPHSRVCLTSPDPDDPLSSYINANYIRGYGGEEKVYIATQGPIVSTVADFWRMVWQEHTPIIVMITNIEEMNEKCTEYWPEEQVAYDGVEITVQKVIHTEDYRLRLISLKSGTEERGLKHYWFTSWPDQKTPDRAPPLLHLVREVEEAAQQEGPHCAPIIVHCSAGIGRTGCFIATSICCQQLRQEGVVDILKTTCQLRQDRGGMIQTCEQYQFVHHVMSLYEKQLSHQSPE
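Also added – OMFP at 25 µM · Test system – STEP tyrosine phosphatase · Technique – FITC-channel fluorescence of OMFP product · Schedule – 20 min at room temperature, dark · Evaluation – control-normalized % inhibition with plate pattern correction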
bovine MsrA act: bovine MsrA enzyme activators, primary screen, biochemical, absorbance, HTS | 360,000 compounds, 0.3% hits | Methionine sulfoxide reductase A (Bos taurus) | activation, % at 10.6 µM | AID 602163, 2012 | purified bovine MsrA, absorbance read-out; in the data active = activation above about 7.5%;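 also: 0% = vehicle and 100% = reference activator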
MsrA inh: bovine MsrA enzyme inhibitors, primary screen, biochemical, absorbance, HTS | Methionine sulfoxide reductase A (Bos taurus) | purified bovine MsrA, absorbance read-out | inhibition, % at 15.5 µM | 360,000 compounds, 0.75% hits | AID 651718, 2012; in the data active = inhibition above about 4.5%;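 also: 0% = vehicle wells with enzyme and 100% = reference inhibitor wells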
* = called active by the depositor; · = not tested or not shown.

SMILES	DNMT1 inh	E coli Lon inh	SUMO1-SIM PPI	LMPTP inh	Scp-1 inhibitor	CendR NRP1 mod	TbMetRS inhib	STEP block	bovine MsrA act	MsrA inh
FC(F)(F)c1nnc2ccc(NCc3cccnc3)nn12	1	6	-1	1.0	-4	9	0.2	-1	-3	0.1
Cc1ccc(S(=O)(=O)NCCC(=O)NC2CCCCCC2)cc1C	1	-11	3	1.5	-4	1	-0.5	0	-1	0.0
COc1ccc(C2CC(=O)C=C(NCc3ccc4c(c3)OCO4)C2)cc1 (stereo not drawn)	0	-8	4	-0.4	1	6	0.4	-4	-3	0.1
COc1ccc(OCC(O)CNC(=O)c2c(-c3ccccc3)noc2C)cc1 (stereo not drawn)	1	4	4	-0.2	-11	3	-0.2	3	-6	1.5
COC(=O)c1cn(CC(=O)Nc2ccccc2C)c2ccccc12	0	-4	-1	1.1	-4	3	-0.4	-1	-4	1.6
Fc1ccc(Br)cc1C1C=C(c2cccnc2)Nc2ncnn21 (stereo not drawn)	1	14	-15	-1.9	-3	8	0.1	-4	-6	·
Cc1nnc(SCc2nnc(-c3ccccc3)o2)n(N)c1=O	-3	-8	0	-1.2	-2	-3	-0.5	-5	-6	-1.9
COC(=O)Cc1ccc(NC(=S)NCc2ccc(S(N)(=O)=O)cc2)cc1	3	-2	4	-1.9	-12	12	-1.0	1	2	-0.3
Cc1ccc(CSc2nnc(SCC(=O)N/N=C/c3c(C)nn(-c4ccccc4)c3C)s2)cc1	-7	-3	3	2.2	-2	12	0.5	-1	-2	-0.1
Cn1c(CNC(=O)CNC(=O)c2ccc(C(C)(C)C)cc2)cc(=O)n(C)c1=O	-3	6	4	-0.5	-3	8	-0.2	0	-2	0.4
CN1C(=O)c2oc3ccccc3c(=O)c2C1c1ccccn1 (stereo not drawn)	-3	1	-7	-3.1	-5	33*	-0.6	3	3	0.1
CCn1c(N2CCN(C(=S)NCC(C)C)CC2)nc2ccccc21	-4	-7	1	-0.8	-5	-7	-0.1	0	-2	-0.4

An excerpt from above in order of the E coli Lon inh value, ascending:
SMILES	DNMT1 inh	E coli Lon inh	SUMO1-SIM PPI	LMPTP inh	Scp-1 inhibitor	CendR NRP1 mod	TbMetRS inhib	bovine MsrA act	MsrA inh
COc1ccc(C2CC(=O)C=C(NCc3ccc4c(c3)OCO4)C2)cc1 (stereo not drawn)	0	-8	4	-0.4	1	6	0.4	-3	0.1
COC(=O)c1cn(CC(=O)Nc2ccccc2C)c2ccccc12	0	-4	-1	1.1	-4	3	-0.4	-4	1.6
Cn1c(CNC(=O)CNC(=O)c2ccc(C(C)(C)C)cc2)cc(=O)n(C)c1=O	-3	6	4	-0.5	-3	8	-0.2	-2	0.4

(continued)
SMILES	DNMT1 inh	E coli Lon inh	SUMO1-SIM PPI	LMPTP inh	Scp-1 inhibitor	CendR NRP1 mod	TbMetRS inhib	STEP block	bovine MsrA act	MsrA inh
COc1ccccc1NC(=O)CCC(=O)Nc1cc(OC)c(NC(=O)c2cccs2)cc1OC	-2	11	24	1.6	-12	-2	-0.6	-1	-1	1.7
COc1ccc(C(=O)N2CCN(C(=O)CC(C)C)CC2)cc1OC	0	-9	1	-2.1	0	-46	-0.4	-3	-3	1.7
Cc1cc(C)c(NC(=S)N(CCN(C)C)Cc2cccs2)c(C)c1	-1	4	0	-2.7	1	-3	-0.7	1	-2	-0.8
O=C(CCN1C(=O)C2CC=CCC2C1=O)Nc1nc(-c2ccc(F)c(F)c2)cs1 (stereo not drawn)	-3	-8	-1	0.2	-1	0	-0.5	-3	-11	-0.3
CC(C)CCN1C(=O)c2ccccc2C1c1nnnn1-c1ccc2c(c1)OCCO2 (stereo not drawn)	·	-2	-4	0.0	·	-1	-0.7	·	-3	0.2
COc1ccc(-c2noc(=O)n2Cc2ccccc2F)cc1	-4	-3	4	-1.2	-4	2	-1.0	-1	-4	-0.2
COc1ccc(C(=O)NC(Cc2c[nH]c3ccccc23)C(=O)O)cc1 (stereo not drawn)	2	-10	2	-0.7	-10	2	0.4	-2	-3	0.0
Cc1ccc(S(=O)(=O)N2CCN(C(=O)C(F)(F)F)C2c2ccc(N(C)C)cc2)cc1 (stereo not drawn)	3	1	-1	-1.1	-8	-5	0.1	-2	-2	-0.1
Cc1cc(C)nc(S/C=C/C(=O)c2ccccc2)n1	7	-8	4	-0.2	4	3	0.3	2	-6	5.2*
O=C(COC(=O)c1ccc(O)cc1)c1ccc(S(=O)(=O)N2CCCCC2)cc1	-5	-15	3	0.3	-7	-1	-0.2	-2	-3	-0.9
Clc1ccc(CN2C3=NCCCN3c3ccccc32)cc1	0	-3	-3	-0.2	-6	-2	-0.1	0	-4	0.6
COc1ccc(CCNC(=O)CC(Cc2ccc(C)cc2)C(=O)O)cc1OC (stereo not drawn)	2	-6	3	-0.9	2	2	-0.7	-2	2	0.2
Cc1oc2c(C)c3oc(=O)c4c(c3cc2c1C)CCCC4	0	5	-8	-0.3	-1	-22	0.0	3	-2	-1.7
COCCN1CCN(C(=O)c2cc(COc3ccc(F)cc3Cl)on2)CC1	-1	-8	6	-0.1	-12	-7	0.1	-4	-3	0.3
CC(=O)N=c1sccn1CC(=O)c1ccc([N+](=O)[O-])cc1	-4	-7	-26	0.6	-3	1	-0.9	-2	-1	0.6
CCOC(=O)c1c(C)n(CC(COC(C)=O)OC(C)=O)c2ccc(OC(C)=O)cc12 (stereo not drawn)	0	-2	-1	0.2	-11	2	-1.0	-2	-8	0.3
O=C(C1=C[C@@H](c2csc3ccccc23)C[C@@H](OCc2ccc(CO)cc2)O1)N1CCN(Cc2ccccc2)CC1	-25	-6	-3	6.0	1	10	-0.2	2	-1	·
Fc1ccc(CN2CCCN(C(=S)Nc3ccc(F)cc3)CC2)cc1	6	-3	5	-1.0	-4	11	0.1	0	-1	-0.8
COc1ccc(O)c(C(=O)CC(=O)c2ccncc2)c1	-2	1	-24	0.1	-10	-12	0.6	0	-1	0.2
COc1ccc(CC(N)c2csc(NC(=O)Nc3ccccc3Cc3ccccc3)n2)cc1 (stereo not drawn)	-15	8	-57	-0.1	·	4	0.0	3	-7	-0.5
Cc1ccc(S(=O)(=O)/N=C2/NC(=O)/C(=C/c3cc([N+](=O)[O-])ccc3O)S2)cc1	0	-260	18	3.0	1	-254	4.2	4	-4	2.3
CCOn1c(=O)c(-c2cccc(Br)c2)[n+]([O-])c2ccccc21	-5	-8	-25	0.2	-10	10	-0.7	-4	-2	0.2
O=C(CN(Cc1cccs1)C(=O)CNS(=O)(=O)c1ccccc1)NCc1ccco1	-2	-4	0	-0.7	-4	-10	-1.3	-4	-4	-0.1
COCC(=O)Nc1nc(-c2ccccc2)c(C)s1	-3	-4	3	-0.2	-8	2	-0.4	-5	4	-0.6
CC1=NN(C(=O)c2ccco2)C(O)(c2ccccc2)C1 (stereo not drawn)	-1	1	-2	-0.4	-12	-10	-0.9	1	-6	-0.7
O=C(NNC(=O)c1cc(-c2ccccc2)n(-c2ccccc2)n1)c1cccc([N+](=O)[O-])c1	-1	1	-11	0.4	-9	-9	-0.1	0	-1	0.1
Cc1ccc(N(CC(O)CN2CCCCC2)S(=O)(=O)c2ccc(C)cc2)cc1 (stereo not drawn)	0	2	1	-0.7	0	3	0.1	-1	-2	0.2
Cc1cc(=O)oc2cc(OCC(=O)Nc3c(Cl)cccc3C(F)(F)F)ccc12	1	1	-3	2.2	-7	12	-0.7	-4	-3	2.9
COc1ccc(C(NC(=O)C(C)C)c2ccc3cccnc3c2O)cc1 (stereo not drawn)	13	4	-14	0.8	1	0	-0.8	4	-10	0.4
Cn1c(NCCN2CCCCC2)cc(=O)n(C)c1=O	-1	-3	-3	-3.6	-7	8	-1.1	-3	-3	-0.2
O=C(CNC(=O)c1ccccc1F)OCCOc1cccc(Cl)c1	-2	-21	0	0.4	-7	-16	-0.4	1	-1	-0.8
O=C(NCC1CCCO1)c1cccc(S(=O)(=O)N(Cc2ccccc2)c2ccccc2)c1 (stereo not drawn)	5	2	1	1.3	-8	10	-0.7	-1	-9	-0.1
CCOC(=O)c1c(C)oc(C)c(C(=O)OCC)c1=O	-4	1	5	-1.3	-15	-13	-0.8	0	3	1.5
CC(=O)Oc1ccc(N(C(C)=O)S(=O)(=O)c2ccc(C)c([N+](=O)[O-])c2)cc1	0	6	-10	-0.2	-3	10	0.0	1	-2	0.7
Cc1ccc(-c2noc(CN3C(C)CCCC3C)n2)cc1 (stereo not drawn)	-1	-6	5	-0.4	3	-3	-0.2	-2	-7	-0.7
COc1ccc2c(c1)CCC1C2CCC2(C)C(O)C(=O)CC12 (stereo not drawn)	-1	3	-1	-0.1	0	15	0.0	1	-1	-0.6
COc1ccc(N(CC(=O)NCc2ccccc2)S(C)(=O)=O)cc1	5	8	2	-2.2	-5	-5	-0.6	-2	-4	-1.8
CCn1ccc(C(=O)Nc2ccc(N(C)C(C)=O)cc2)n1	1	1	-4	-2.7	1	-6	-0.1	3	1	-0.8
CNc1nc(N)c(C(=O)C(C)(C)C)s1	2	-3	1	0.0	10	13	-0.6	-2	-3	4.5
CCN(C(=O)CSc1nnc(-c2ccc(OC)cc2)n1C(C)C)C1CCS(=O)(=O)C1 (stereo not drawn)	1	-8	3	-1.2	-12	10	0.0	2	-1	0.7
CCOC(=O)C(C)C(C)=O (stereo not drawn)	-3	0	2	0.0	-6	-2	-0.5	-1	-5	·
CCCCCNC(=O)C1CC(=O)OC12CCCCC2 (stereo not drawn)	2	-3	0	-1.4	-1	-10	-1.1	-2	-5	-1.3
O=C(OCC(=O)c1ccccc1)C1=NN(c2ccccc2)C(=O)CC1	0	4	-5	-0.3	-5	-2	-0.3	-3	-1	0.6
N#Cc1sc2nc(N3CCCCC3)c3c(c2c1N)CCCC3	-5	0	-6	3.8	-15	-14	-0.6	5	1	-0.8
Cn1c(=O)c2cc(NC(=S)NC3CC3)ccc2n1C/C=C/c1ccccc1	-3	0	2	1.2	·	-4	0.4	17	1	0.0
